# Source: PubChem BioAssay
# D2 agonist: activates the human D2 dopamine receptor; P14416; HEK293 T-REx D2 cells, calcium flux agonist mode; activation, % at 2 µM; hit rate 0.53% among 340,000; AID 485358;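 active = activation over 3 SD above normal in the single-dose calcium agonist read, cut at about 30% in these data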; also: 0% is about no effect
#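 Tetracycline-induced HEK293 T-REx cells with force-coupled D2 receptor, plated overnight at 30 C, loaded with no-wash calcium dye. After a 10 s baseline, compound was pin-added and calcium flux read kinetically for 180 s; calcium rises flagged agonists.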
# Vif-A3F inh: Vif-A3F binding inhibition; HeLa A3F-eYFP + Vif (tagged APOBEC3F with the HIV-1 protein that degrades it), YFP fluorescence increase; Potency, µM (titrated, usually from 46.1 µM), inactives show at the top dose activity, negative = active; hit rate 0.2% among 390,000; AID 602313; also: potency is read from the fitted curve at half-maximal effect; % of control where 0% means no effect; nearly all actives have a fitted effect of over 65% in size
#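 Fluorescence increase (Ex 488/Em 500-530) after overnight compound treatment at 37 deg C flags inhibition of Vif-driven A3F-eYFP loss in stable HeLa A3F-eYFP/Vif cells seeded overnight beforehand.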
# D2 antag: antagonizes the human D2 dopamine receptor; P14416; HEK293 TREx D2 cells, calcium flux, dopamine EC80; inhibition, % at 10 µM; hit rate 2% among 340,000; in the data active = inhibition above about 30%; also: 0% is about no effect
#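 Calcium mobilization kinetics were recorded at 1 s intervals in tetracycline-induced HEK293 T-REx D2 cells, first for 180 s after compound addition and then 180 s after EC80 dopamine.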
# ERG-DNA inh: blocks human ERG Ets domain binding to DNA; fluorescence polarization, His-ERG Ets domain / labelled DNA; Potency, µM (highest dose often 76.9 µM), inactives show at the top dose FP activity, negative = inhibition, most hits filed as inhibitors; hit rate 0.028% among 370,000; AID 624246; active = well fitted inhibition curve with a large enough effect in the polarisation, with a control signal flat; inconclusive = small, poorly fitted or top-dose-only effect, or effect the other way, or a change in a side signal; inactive = no such curve, though single readings can be large or run the other way; the % refers to the polarisation;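 also: polarization taken with two DNA probes labelled with fluorescein and Texas red; potency is read from the fitted curve at half-maximal effect; % of control where 0% means no effect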
#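 His-tagged ERG Ets domain (1 uM in the protein solution; 300mM KCl, 50mM Tris-HCl, 1mM EDTA, 1mM DTT, pH 7.5) received compound, then a probe mix of 5 nM fluorescein-DNA and 100nM Texas-615-DNA. Fluorescence polarization was read for both dyes.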
# RGS4 inh: blocks human RGS4-accelerated GTP hydrolysis; Transcreener GDP fluorescence polarization, RGS4-accelerated GTP hydrolysis; Potency, µM (doses to about 114 µM), inactives show at the top dose activity change, negative = inhibition, actives largely listed as inhibitors; hit rate 0.039% among 390,000; also: potency is read from the fitted curve at half-maximal effect; % is scaled to controls: 0 for no effect and ±100 for the full control effect; nearly all actives have a fitted effect of over 75% in size; some results filed as inactive show a strong effect at the top dose
#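 MLSMR compounds (23 nl, pin-transferred) preincubated 10 min at room temperature with a 500nM (2x) first reagent, then RGS4 at 900nM (2x) plus Transcreener GDP mix added; fluorescence polarization (620/688 nm) read before and after 90 min at 30 °C.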
# 12-LOX inh: blocks human arachidonate 12S-lipoxygenase. P18054. purified 12hLO, xylenol orange hydroperoxide absorbance. Potency, µM (titrated, usually from 108 µM), for the others: at the top dose activity change, negative = inhibition, hits mostly inhibitors. hit rate 1.1% among 580,000. AID 1671190; also: potency is read from the fitted curve at half-maximal effect; % is scaled to controls: 0 for no effect and ±100 for the full control effect
# Target sequence (P18054 whole entry, looked up): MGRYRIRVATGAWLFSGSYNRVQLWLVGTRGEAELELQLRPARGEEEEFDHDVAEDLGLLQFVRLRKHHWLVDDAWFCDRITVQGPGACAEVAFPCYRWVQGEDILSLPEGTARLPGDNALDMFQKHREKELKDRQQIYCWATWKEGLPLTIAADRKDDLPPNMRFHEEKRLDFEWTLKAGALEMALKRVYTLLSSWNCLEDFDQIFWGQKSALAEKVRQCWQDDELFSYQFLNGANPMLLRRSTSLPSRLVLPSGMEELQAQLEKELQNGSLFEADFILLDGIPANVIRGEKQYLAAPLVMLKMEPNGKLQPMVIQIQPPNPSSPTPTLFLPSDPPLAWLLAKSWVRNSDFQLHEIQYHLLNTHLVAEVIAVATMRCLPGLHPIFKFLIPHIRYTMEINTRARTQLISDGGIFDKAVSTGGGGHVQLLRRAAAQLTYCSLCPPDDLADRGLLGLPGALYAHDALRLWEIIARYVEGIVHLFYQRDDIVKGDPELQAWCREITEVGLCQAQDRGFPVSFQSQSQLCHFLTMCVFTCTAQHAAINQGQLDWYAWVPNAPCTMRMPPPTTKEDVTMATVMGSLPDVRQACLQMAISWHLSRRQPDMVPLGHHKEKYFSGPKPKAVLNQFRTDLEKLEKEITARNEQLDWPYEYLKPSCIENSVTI
#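 Purified human 12hLO (150 nM final) in 25 mM Hepes, 0.01% Triton X-100, pH 7.0 was preincubated 15 min at room temperature with compound. Then 40 uM arachidonic acid was added, 30 min. Hydroperoxide was read by Fe-XO absorbance ratio 573/405 nm.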
# LDHA inh: inhibitors of human lactate dehydrogenase A. hit rate 0.15% among 480,000. purified LDHA, NADH/diaphorase-resazurin fluorescence; active compounds read low. activity change, % (values are at about 110 or 230 µM). AID 1347041; in the data active = activity change below about -30%; inconclusive = mostly about -25% to -30%;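 also: plate controls were DMSO wells for no effect and wells without enzyme for full effect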
#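 Enzyme activity of human lactate dehydrogenase 5 (2 nM; 0.06 mM NADH, 0.2 mM pyruvate, 5 min, RT) is measured via a resazurin/diaphorase fluorescence readout of residual NADH.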
# Vif-APOBEC3G blk: inhibitors of Vif-APOBEC3G interaction; Potency, µM (highest dose often 46.1 µM), inactives show at the top dose activity, negative = active, actives largely listed as inhibitors; hit rate 0.076% among 410,000; Q9HC16; HeLa A3G-eYFP + Vif (tagged APOBEC3G with the HIV-1 protein that degrades it), YFP fluorescence, overnight; AID 602310;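 also: potency is read from the fitted curve at half-maximal effect; % is scaled to controls: 0 for no effect and ±100 for the full control effect; nearly all actives have a fitted effect of over 60% in size; hits raise eYFP signal because A3G escapes Vif-driven loss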
# Target sequence (Q9HC16 whole entry, looked up): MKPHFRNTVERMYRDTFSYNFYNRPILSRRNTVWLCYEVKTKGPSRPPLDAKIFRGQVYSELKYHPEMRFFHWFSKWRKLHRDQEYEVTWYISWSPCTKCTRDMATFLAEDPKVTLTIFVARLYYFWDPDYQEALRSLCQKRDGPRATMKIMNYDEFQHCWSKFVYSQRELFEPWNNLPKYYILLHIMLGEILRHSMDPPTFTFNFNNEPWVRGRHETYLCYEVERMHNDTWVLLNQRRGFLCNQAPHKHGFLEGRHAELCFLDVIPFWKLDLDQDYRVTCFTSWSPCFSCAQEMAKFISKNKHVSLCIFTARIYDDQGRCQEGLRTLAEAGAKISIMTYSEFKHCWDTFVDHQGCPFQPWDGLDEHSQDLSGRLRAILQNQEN
#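 HeLa cells stably expressing Vif and C-terminally eYFP-tagged A3G, seeded overnight at 37 deg C, then exposed to compound by pintool overnight at 37 deg C. Rise in yellow fluorescence (Ex 488/Em 500-530, Acumen) marks blocked Vif-driven A3G degradation.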
# GRP78 ERSR act: inducers of ER stress response in human glioma cells | U87-MG GRP78 promoter luciferase reporter, 16 h | Potency, µM, for inactives: top-dose activation, actives largely listed as activators | hit rate 0.02% among 420,000; also: potency is read from the fitted curve at half-maximal effect; series mostly up to about 76 µM; % of control where 0% means no effect; nearly all actives have a fitted effect of over 35% in size
#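 Stably transfected U87-MG glioma cells carrying a GRP78-based luciferase sensor; 16 h compound incubation. Luminescence end-point read 10 min after Bright-Glo addition at room temperature.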
# Active calls of the source: *; ? = inconclusive; · = no result given; [ ] = remark or other dose. Unless noted, calls follow the shape of the dose curve; as a rule, active = well fitted curve in the direction sought with a large enough effect; inconclusive = small, poorly fitted or top-dose-only effect, or another doubt; inactive = no such curve, though single readings can be large; an effect the other way counts as inactive or inconclusive.
SMILES,D2 agonist,Vif-A3F inh,D2 antag,ERG-DNA inh,RGS4 inh,12-LOX inh,LDHA inh,Vif-APOBEC3G blk,GRP78 ERSR act
CCOC(=O)CN1C(=O)N[C@@H](c2ccccc2)C(C(C)=O)=C1C,1.6,-0.6%,2.0,67.5%[activator],4.1%,·,-0.1,-16.9%,-0.8%
NC(=S)N/N=C/c1ccc(C(F)(F)F)cc1,-0.1,-4.5%,-14.1,-5.5%,-20.6%,?,-3.2,-28.0%,-2.5%
CC(=O)Nc1ccc(C(=O)OCC(=O)NCCC2=CCCCC2)cc1,-0.4,2.8%,-49.6,-2.6%,-6.6%,-7.4%,-1.1,-3.7%,-4.0%
COC(=O)Nc1ccc(S(=O)(=O)N2CCCC(C(=O)N3CC(C)OC(C)C3)C2)cc1 (centres undefined),0.3,13.1%,5.8,1.0%,-8.1%,-1.1%,-1.4,2.9%,-4.8%
Cc1cc(C)cc(NC(=O)CCN2CCCC2)c1,0.3,-0.1%,7.7,4.1%,1.2%,76.2%[activator],-0.8,0.6%,-3.1%
Cc1ccc(NC(=O)CCc2nc(-c3ccccc3F)no2)c(C)c1,-0.7,7.2%,·,1.9%,5.4%,-15.8%,-4.0,6.3%,-1.9%
CC(NC(=O)CNC(=O)c1sc2ccccc2c1Cl)c1cccnc1 (centres undefined),-1.0,6.3%,7.4,-1.9%,-11.8%,-17.8%,-6.0,2.3%,1.5%
O=C1CC(N(CCc2ccccc2)C(=S)Nc2ccccc2)C(=O)N1c1ccccc1 (centres undefined),2.3,?,-11.2,·,-6.9%,-15.5%,2.6,-15.2%,3.8%
O=C(NCc1cccnc1)C1CC(=O)N(c2ccc(Cl)cc2)C1 (centres undefined),-1.0,-3.3%,1.4,1.3%,-30.6%[56.9 µM],-21.1%,-1.1,0.2%,-6.6%
COc1ccc(Cl)cc1NC(=O)CCS(=O)(=O)c1cccc2nonc12,·,-8.9%,·,6.4%,2.3%,-11.8%,1.0,0.3%,-2.0%
Cc1ccc(C)c(NC(=O)Cn2c(=O)n(Cc3ccco3)c(=O)c3oc4ccccc4c32)c1,-0.2,0.5%,·,8.1%,11.8%,-31.9%,-6.2,0.1%,-3.1%
COc1ccc2oc(C(=O)OCC(=O)NCCN3C(=O)CSC3=O)c(C)c2c1,0.2,-14.8%,-3.2,3.7%,15.3%,14.7%,-5.3,-1.5%,0.1%
Cc1c(C(=O)NCc2ccccn2)oc2ccc(S(=O)(=O)N3CCOCC3)cc12,2.1,1.7%,13.3,-19.5%,28.1%,2.5%,-5.3,0.0%,-1.9%
COc1ccc(N2CCOCC2)c(NC(=O)c2cccs2)c1,·,3.9%,·,1.0%,-7.8%,3.9%,-2.3,0.3%,-4.8%
CN(C(=O)COC(=O)c1cnc(Cl)c(Cl)c1)C1CCS(=O)(=O)C1 (centres undefined),4.9,5.0%,-4.1,-18.6%,5.6%,6.0%,-3.4,0.4%,-3.9%
COCCN1CCN(C(=O)c2ccc3nc(Cc4ccc(OC)c(OC)c4)oc3c2)CC1,-0.2,-4.9%,1.0,-6.7%,44.0%,18.6%,-0.4,0.7%,-0.8%
O=C(Nc1nccs1)c1cc(-c2ccccc2)nn1-c1ccccc1,-0.7,-16.2%,-5.5,-2.3%,-2.3%,-7.1%,-14.9,0.6%,-2.8%
COc1cc(OC)cc(-c2nc3ccccc3c(=O)n2NC(=O)c2cccnc2Cl)c1,-1.5,0.6%,-23.9,2.7%,10.7%,3.4%,0.4,-0.9%,-1.4%
CC(=O)Nc1cccc(Cl)c1C(=O)O,0.0,3.1%,-19.1,0.9%,28.7%,44.8%[activator],2.9,-1.3%,-1.4%
COc1ccc(/C=C/C(=O)N2CCN(S(=O)(=O)c3ccccc3Br)CC2)cc1OC,·,4.8%,·,-6.6%,-30.4%,-12.7%,-1.5,10.5%,1.1%
COC(=O)c1c(NC(=O)c2ccc(Cl)c(Cl)c2)sc2c1CCCC2,-0.7,-6.2%,·,-1.6%,-25.5%,-14.0%,-6.3,-3.2%,-2.1%
Cc1cccc(-c2cc3nc(C)cc(NCCCN(C)C)n3n2)c1,-0.2,-1.4%,-11.5,5.4%,3.0%,4.8%,1.7,1.1%,-0.8%
Cc1ccc(C(=O)NCC(=O)OCc2cc(=O)n3nc(C4CCCCC4)sc3n2)cc1,0.7,8.6%,·,-0.3%,25.4%,-3.4%,-10.9,6.6%,-2.8%
CCCCC(=O)NCc1ccc(F)cc1,0.3,-6.3%,-0.8,0.2%,-21.0%,-11.1%,-5.6,-0.4%,-2.0%
CC1CN(c2oc(Cc3cccc4ccccc34)nc2C#N)CC(C)O1 (centres undefined),-2.4,2.0%,-2.4,-0.1%,3.1%,0.0%,-1.2,-11.1%,-3.6%
CC(=O)OC(C)(C)/C=C/C(=O)[C@](C)(O)C1[C@H](O)C[C@@]2(C)C3CC=C4C(C=C(O[C@@H]5O[C@H](CO)[C@@H](O)[C@H](O)[C@H]5O)C(=O)C4(C)C)[C@]3(C)C(=O)C[C@]12C (some centres undefined),·,-3.1%,·,13.8%,-10.5%,?,-0.7,-21.5%,-1.8%
CC(=O)c1cccc(NC(=O)CSc2nc(=O)n(Cc3cccnc3)c3c2CCC3)c1,0.5,3.8%,·,-2.2%,6.4%,-21.9%,-4.0,1.9%,-0.4%
COc1ccc(C(=O)n2cnc(N)n2)cc1,-0.6,0.6%,-1.7,-7.7%,-20.2%[11.4 µM],8.1%,-5.6,-1.8%,-0.4%
COc1ccc(C(=O)COC(=O)c2cc(S(=O)(=O)NCc3ccccc3)ccc2O)cc1,-0.6,2.6%,-0.4,3.6%,-32.4%,-3.8%,4.3,1.3%,-3.3%
COc1ccc(C)cc1NS(=O)(=O)c1c(C)nc2sc(C)cn2c1=O,0.9,-8.7%,·,0.6%,22.5%,-21.9%,-8.4,0.0%,-4.8%
Nc1ccccc1N1CCN(C(=O)c2ccccc2)CC1,0.4,-0.5%,9.2,6.0%,-3.8%,3.2%,-1.9,2.0%,-4.7%
CCCCCCSC1=C(C#N)C(c2ccc(C)o2)CC(=O)N1 (centres undefined),-0.3,-3.3%,23.2,·,-20.2%,?,1.6,-0.5%,-2.8%
O=C(O)CCCC(=O)Nc1ccc(C(=O)NCc2cccnc2)cc1,0.8,1.7%,1.6,0.1%,-26.9%,0.0%,-1.2,3.7%,4.7%
O=C(NC12CC3CC(CC(C3)C1)C2)C1CC(=O)N(c2ccccc2)C1 (centres undefined),-0.1,-14.9%,-16.8,-14.8%,-8.3%,0.0%,-4.2,-0.7%,-1.6%
Fc1ccc(Nc2ncnc3c2nc2n3CCCCC2)c(F)c1,-0.3,1.5%,·,2.0%,0.9%,-8.6%,-6.0,1.8%,-4.8%
CCn1c(CC(=O)Nc2ccccc2F)nnc1SCC(=O)NC1CCCC1,-0.1,-0.2%,-7.5,-5.9%,14.2%,2.9%,-5.2,-4.7%,0.9%
CC(C)[C@H]1CN=C2N(CCNC(=O)CCC3CCCCC3)[C@H](Cc3ccc(O)cc3)CN21,0.5,5.2%,11.5,-8.3%,-26.2%,?,-1.8,-3.6%,-2.1%
CNc1c(NC(=O)c2cc(OC)cc(OC)c2)c(=O)oc2ccccc12,1.1,-8.4%,·,7.1%,-12.2%,-15.9%,-2.3,2.2%,-1.8%
Cc1ccccc1OCCC(=O)OCC(=O)NC1CC1,0.0,-8.7%,-11.6,13.4%,-2.8%,5.6%,-5.5,-0.9%,-2.0%
CCc1ccc(-c2cc(C)no2)cc1S(=O)(=O)Nc1ccccn1,0.7,-3.5%,-14.7,2.5%,8.6%[11.4 µM],-3.8%,-1.7,3.3%,-7.5%
CC(=O)Nc1ccc(NC(=O)COC(=O)c2c3c(nc4ccccc24)CCN(Cc2ccccc2)C3)cc1,0.6,-8.9%,3.4,14.5%,-46.4%,-8.7%,-6.0,-10.3%,-0.1%
COc1ccc(C(=O)NNC(=O)c2ccccc2[N+](=O)[O-])cc1[N+](=O)[O-],0.4,?,19.9,1.8%,17.4%,-2.1%,-4.1,1.1%,-0.3%
O=C(Oc1ccc2c(c1)O/C(=C\c1ccncc1)C2=O)c1ccccc1,-1.1,?,-1.8,2.1%,-48.6%,-27.0%,1.6,-4.0%,-0.8%
Cn1nnnc1SCCCNCc1ccccc1OCc1ccccc1Cl,1.2,-9.1%,·,1.4%,-14.8%,-0.8%,-2.7,11.7%,-2.3%
Cc1nn(CC(=O)Nc2ccc3c(c2)nc(CCN2CCCCC2)n3C)c(=O)c2ccccc12,-0.7,0.2%,-5.0,0.0%,12.4%,4.6%,0.4,-0.7%,-5.6%
COc1ccc(/C(C)=N/N=C(N)N)c(O)c1,0.5,-2.6%,-11.8,2.7%,-4.7%,4.1%,4.9,0.1%,-5.1%
COc1ccc(-n2c(C)nc3c(cnn3-c3ccc(C)cc3)c2=O)cc1,·,3.5%,·,-6.7%,-13.7%,-20.5%,-14.0,1.3%,1.6%

# A portion of the library; rates above refer to the full screens.
